Screens as filed in PubChem.
A-T KAP1 phos = potential ataxia-telangiectasia treatments restoring KAP-1 phosphorylation | […] A-T fibroblasts, KAP-1 phosphorylation AlphaLISA; neocarzinostatin DNA damage 30 min before lysis | Potency, µM (series often up to 57.5 µM), inactives show at the highest dose activation, hits mostly activators | 320,000 tested, 0.19% active | AID 485349; further: potency means the concentration at half of the fitted maximal effect; % of control where 0% means no effect; nearly all actives have a fitted effect of over 45% in size
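hTERT-immortalized A-T patient fibroblasts ([…]), 500 cells/well in OPTI-MEM, 1% FBS, got compounds for 60 min, then NCS for 30 min at 37C. Lysates were then assayed for phospho-KAP-1 by AlphaLISA (anti-pKAP1 donor, anti-KAP1 acceptor beads), 6 hr at 25C.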
MBNL1 CUG block = MBNL1-poly(CUG) RNA binding inhibition; Q9NR56; TR-FRET MBNL1-His/biotin-(CUG)12 binding, 665/545 ratio; Potency, µM (titrated, usually from 57.5 µM), for the others: at the highest dose activity change, negative = inhibition, actives largely listed as inhibitors; 280,000 tested, 0.036% active; active means well fitted inhibition curve with a large enough effect in the signal ratio, with a control signal flat, not every such curve was filed as active; inconclusive means small, poorly fitted or top-dose-only effect, or effect the other way, or a change in a side signal; inactive means no such curve, though single readings can be large or run the other way; the % refers to the signal ratio; further: potency means the concentration at half of the fitted maximal effect; on the % scale 0 is the no-effect control and ±100 the full control effect
Target sequence (Q9NR56 whole entry, looked up): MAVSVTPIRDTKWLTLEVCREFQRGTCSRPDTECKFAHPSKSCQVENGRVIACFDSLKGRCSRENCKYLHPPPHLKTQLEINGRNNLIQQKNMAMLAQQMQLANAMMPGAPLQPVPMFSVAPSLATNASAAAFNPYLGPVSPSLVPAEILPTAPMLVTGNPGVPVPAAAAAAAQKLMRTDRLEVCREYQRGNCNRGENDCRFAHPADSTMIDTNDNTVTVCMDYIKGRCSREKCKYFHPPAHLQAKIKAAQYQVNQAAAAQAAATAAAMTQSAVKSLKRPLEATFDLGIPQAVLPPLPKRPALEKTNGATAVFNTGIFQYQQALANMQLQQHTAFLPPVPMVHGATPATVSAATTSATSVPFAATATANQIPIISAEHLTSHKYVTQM
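MBNL1-His + Biotin-(CUG)12, cpd titration 92 nM–58 uM; Tb anti-His Ab 0.055 ng/ul, SA-XL665 5 nM (final); 60 min RT; ratiometric 665/545 nm, Ex 340 nm; normalized to buffer and full-complex controls.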
MLL CXXC-DNA inh = blocks binding of human MLL CXXC domain to DNA; Q03164; MLL-CXXC / FITC-HOXA9 DNA fluorescence polarization; Potency, µM (highest dose often 115 µM), inactives show at the top dose activity change, negative = inhibition, hits mostly inhibitors; 290,000 tested, 0.037% active; active means well fitted inhibition curve with a large enough effect in the polarisation, with a control signal flat, not every such curve was filed as active; inconclusive means small, poorly fitted or top-dose-only effect, or effect the other way, or a change in a side signal; inactive means no such curve, though single readings can be large or run the other way; the % refers to the polarisation; further: potency means the concentration at half of the fitted maximal effect
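Fluorescence polarization: 7 uM MLL-CXXC (stock) preincubated 5 min with compounds, then 50 nM fluorescein-HOX-A9 DNA (stock) added; 30 min ambient. Buffer 50 mM Tris-HCl pH 7.5, 50 mM NaCl, 1 mM DTT, 0.05% BSA.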
Menin-MLL TR inh = displaces Texas Red mutant MLL peptide from human menin; O00255; Menin + Texas Red MLL mutant peptide, fluorescence polarization; Potency, µM (doses to about 61.6 µM), without a hit: top-dose FP activity change, negative = inhibition, most hits filed as inhibitors; 270,000 tested, 0.23% active; active means well fitted inhibition curve with a large enough effect in the polarisation, with a control signal flat, not every such curve was filed as active; inconclusive means small, poorly fitted or top-dose-only effect, or effect the other way, or a change in a side signal; inactive means no such curve, though single readings can be large or run the other way; the % refers to the polarisation; further: potency means the concentration at half of the fitted maximal effect; % of control where 0% means no effect; many of its hits are not listed in these tables
TSHR antagonist = blocks TSH signaling through the human TSH receptor. P16473. TSHR-expressing cells, TSH-stimulated cAMP HTRF, 2 h; hits give low values. activity change, negative = inhibition, % at 11.5 µM. 330,000 tested, 0.2% active. AID 504810;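 active means activity change below a set negative limit, meaning inhibition stronger than a set level, cut at about -70% in these data; inconclusive means activity change between two set negative limits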; further: on the % scale 0 is the no-effect control and ±100 the full control effect
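Cell-based HTRF cAMP assay; TSHR cells + compound, TSH EC80 (4nM final), 2 h, 37 deg C. Lysis with anti-cAMP cryptate and cAMP-d2, 30 min RT, read 665/620 nm.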
TCR act = activators of T cell receptors | primary human leukocytes, anti-CD3, IL-2 HTRF, 48 h | Potency, µM (top dose mostly 9.22 µM), without a hit: top-dose activation of IL-2 secretion, usual class: activators | 330,000 tested, under 10 active; further: % of control where 0% means no effect
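IL-2 release read by HTRF sandwich (Eu cryptate donor, d2 acceptor, 665 nm emission) after 48 hr exposure of primary human leukocytes to compound together with anti-CD3 beads in the absence of co-stimulatory signals.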
Mito fusion yeast = blocks mitochondrial division or promotes mitochondrial fusion; S. cerevisiae fusion-defective mutant growth rescue, CellTiterGlo 48 h; Potency, µM (series often up to 46.1 µM), for the others: at the top dose growth rescue (activation), most hits filed as activators; 320,000 tested, 0.23% active;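 further: potency means the concentration at half of the fitted maximal effect; % of control where 0% means no effect; nearly all actives have a fitted effect of over 45% in size; temperature-sensitive fusion mutants such as fzo1-1 at 37 °C on non-fermentable ethanol glycerol medium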
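Read-out: ATP-based luminescence (CellTiterGlo, 10 min ambient) reporting growth of fusion-defective ts yeast after 48 hours at 37C on glycerol/ethanol YPEG medium in the presence of compound.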
S-ASM inh = blocks human secretory acid sphingomyelinase | placental ASM, HMU-PC fluorogenic substrate, 60 min | 340,000 tested, 0.006% active | P17405 | Potency, µM (titrated, usually from 57.5 µM), for the others: at the highest dose activity change, negative = inhibition, actives largely listed as inhibitors | AID 504937; further: potency means the concentration at half of the fitted maximal effect
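Human placenta-derived ASM enzyme was preincubated with compound for 10 minutes at room temperature, then given fluorogenic substrate HMU-PC0 (9 uM final) for 60 minutes at 37 °C; a pH 10 stop preceded fluorescence reading at Ex 386/Em 447 nm.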
a7 integrin act = activates integrin-mediated alleviation for muscular dystrophy | alpha7betagal myoblasts, beta-gal FDG fluorescence, 48 h | Potency, µM (series often up to 38.3 µM), for inactives: at the top dose activation, usual class: activators | 350,000 tested, 0.064% active | AID 624291;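 further: potency means the concentration at half of the fitted maximal effect; 100% = response of the positive control SU9516; nearly all actives have a fitted effect of over 60% in size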
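alpha7betagal+/- myoblasts (passage 13, 250/well) treated 48 h at 37C with compounds at 1:260 dilution of DMSO stock. Lysed, then beta-galactosidase activity read as FDG fluorescence (ex 480/em 540) after 30 min, with pre-read for autofluorescence.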
PTAP TSG101 blk = blocks PTAP/TSG101 interaction to inhibit HIV-1 budding; Fluorescence polarization, FITC-PTAP peptide / Tsg101 binding; Potency, µM (highest dose often 115 µM), inactives show at the top dose activity change, negative = inhibition, usual class: inhibitors; 340,000 tested, under 10 active; AID 493005; active means well fitted inhibition curve with a large enough effect in the main read-out, with a control signal flat, not every such curve was filed as active; inconclusive means small, poorly fitted or top-dose-only effect, or effect the other way, or a change in a side signal; inactive means no such curve, though single readings can be large or run the other way; further: potency means the concentration at half of the fitted maximal effect; % of control where 0% means no effect
Target sequence (Q99816 whole entry, looked up): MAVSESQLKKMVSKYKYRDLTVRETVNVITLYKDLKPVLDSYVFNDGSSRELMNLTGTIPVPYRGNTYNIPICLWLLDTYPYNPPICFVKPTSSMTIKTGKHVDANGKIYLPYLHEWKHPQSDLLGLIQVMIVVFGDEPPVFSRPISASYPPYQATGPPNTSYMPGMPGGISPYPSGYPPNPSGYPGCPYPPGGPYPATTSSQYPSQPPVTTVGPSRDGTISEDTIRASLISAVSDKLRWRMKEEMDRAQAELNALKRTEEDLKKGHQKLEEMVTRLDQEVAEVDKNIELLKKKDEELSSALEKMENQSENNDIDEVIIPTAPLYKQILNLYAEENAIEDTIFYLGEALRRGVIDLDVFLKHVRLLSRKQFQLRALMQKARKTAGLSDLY
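Steps: Tsg101 binding domain dispensed (10 uM final), compounds pinned in DMSO, FITC-labeled PTAP-motif peptide added (50 nM final); after 20 min binding at room temperature, polarization measured.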
Numbers without * were called inactive; i = inactive; u = inconclusive; x = no result given; [ ] = dose if it differs, or a comment. Unless noted, the call rests on the fitted dose curve; in most records, active means well fitted curve in the direction sought with a large enough effect; inconclusive means small, poorly fitted or top-dose-only effect, or another doubt; inactive means no such curve, though single readings can be large; an effect the other way counts as inactive or inconclusive. A portion of the library; the hit share may differ from the screen's.

SMILES | A-T KAP1 phos | MBNL1 CUG block | MLL CXXC-DNA inh | Menin-MLL TR inh | TSHR antagonist | TCR act | Mito fusion yeast | S-ASM inh | a7 integrin act | PTAP TSG101 blk
COc1ccc(NS(=O)(=O)c2ccc(Oc3cccc(C(=O)O)c3)cc2)cc1 | -2% | 1% | 2% | 13% | -12 | -1% | 12% | 9% | 8% | -10%
COc1cccc(NC(=O)Nc2ccccc2SC)c1 | -2% | 4% | 8% | u | -7 | 5% | -1% | 1% | 21% | -12%
Cn1c(=O)c2sccc2n(Cc2ccc(Br)cc2)c1=O | -1% | 37%[activator] | 29% | -1% | -7 | -3% | -6% | -1% | 0% | -11%
O=S1(=O)CC(O)C(NCc2ccco2)C1 (stereo not drawn) | -1% | 0% | 3% | 16% | 5 | -7% | -1% | -1% | 18% | -2%
COc1ccc(-c2nc(CS(=O)(=O)CC(=O)Nc3cccc(C(C)=O)c3)c(C)o2)cc1 | -8% | 8% | 14% | x | 0 | -2% | -2% | -7% | 16% | 1%
CCn1c(=O)n(CC)c2cc(N3CCCC3)c(NC(=O)c3ccccc3OC)cc21 | 8% | -2% | -8% | -18% | -4 | 2% | u | -7% | -3% | -1%
CC(Oc1ccc2ccc(=O)oc2c1)C(=O)NCCN1CCOCC1 (stereo not drawn) | 0% | 4% | 22% | 0% | 3 | -5% | -1% | i | -34% | -1%
CC(C)(O)C(=O)NNC(=S)NCc1ccco1 | -8% | -1% | 0% | 14% | 1 | -13% | -3% | 5% | -3% | 2%
CC1CN(Cc2c(O)ccc3c(=O)c(-c4ccccc4)coc23)CC(C)O1 (stereo not drawn) | 2% | -12% | -7% | 1% | -14 | -6% | 4% | 30% | 9% | 0%
S=C(NCC1CCCO1)Nc1cccc(Cl)c1 (stereo not drawn) | 2% | -5% | -6% | 18% | -4 | 1% | -12% | -3% | 1% | -1%
CCCCn1nc(NC(=O)c2cccs2)c2cc3cc(OC)ccc3nc21 | 28µM* | u | 1% | 8% | 9 | x | x | 255%[activator] | -12% | 0%
Cc1cc(C)n(-c2nc3ccccc3n3cnnc23)n1 | 0% | u | -14% | -4% | 1 | 2% | 0% | -2% | 9% | -9%
COc1cc(NC(=S)Nc2ccccn2)cc(OC)c1OC | 3% | -2% | 24% | -17% | -1 | 0% | 7% | 10% | 10% | -1%
C/C(N)=C(/C#N)C(=O)COC(=O)C1CCN(C(=O)c2ccc(Cl)cc2)CC1 | 5% | -1% | 8% | -7% | -11 | -1% | -1% | -1% | 8% | -1%
O=C(C[n+]1cc(-c2ccc(F)cc2)n2c1CCC2)c1cccs1 | 41% | -2% | 6% | x | 11 | 1% | -3% | 8% | 0% | -6%
NNC(=O)CSc1nnnn1-c1ccccc1 | -3% | -6% | -1% | x | -7 | 0% | -1% | 1% | -13% | -4%
Cc1cccc(CSc2nc3nc(C)cc(C)n3n2)c1 | -1% | -3% | 2% | -10% | -1 | -3% | u | -1% | 10% | -6%
Cn1nnnc1SCc1nnc(-c2ccccc2Br)o1 | 5% | -25% | -2% | 17% | 2 | -6% | 0% | -2% | -38% | -4%
COCCN(Cc1cccs1)S(=O)(=O)c1csc(C(N)=O)c1 | 2% | -1% | -8% | x | 12 | 7% | -1% | 1% | -30% | -2%
COc1ccc(CCNC(=O)CNS(=O)(=O)c2ccc(N(C)C)c([N+](=O)[O-])c2)cc1OC | -2% | u | 13% | 1% | -5 | 7% | 9% | -2% | -11% | -3%

Full records as entered above:
COCCN(Cc1cccs1)S(=O)(=O)c1csc(C(N)=O)c1 is listed as A-T KAP1 phos: 2%; MBNL1 CUG block: -1%; MLL CXXC-DNA inh: -8%; Menin-MLL TR inh: x; TSHR antagonist: 12; TCR act: 7%; Mito fusion yeast: -1%; S-ASM inh: 1%; a7 integrin act: -30%; PTAP TSG101 blk: -2%
CC(C)(O)C(=O)NNC(=S)NCc1ccco1 is listed as A-T KAP1 phos: -8%; MBNL1 CUG block: -1%; MLL CXXC-DNA inh: 0%; Menin-MLL TR inh: 14%; TSHR antagonist: 1; TCR act: -13%; Mito fusion yeast: -3%; S-ASM inh: 5%; a7 integrin act: -3%; PTAP TSG101 blk: 2%

(further entries)
SMILES | A-T KAP1 phos | MBNL1 CUG block | MLL CXXC-DNA inh | Menin-MLL TR inh | TSHR antagonist | TCR act | Mito fusion yeast | S-ASM inh | a7 integrin act | PTAP TSG101 blk
O=S(=O)(NCC1CCCN(Cc2ccccc2O)C1)c1cccc2cccnc12 (stereo not drawn) | -2% | -2% | -7% | x | 13 | 5% | 0% | 2% | 0% | x
Cc1sc2c(c1C)C(=O)/C(=C\Nc1ccccn1)S(=O)(=O)N2C | 1% | x | 22% | x | 0 | -1% | -4% | -2% | 5% | 1%
O=S1(=O)CCN(Cc2ccccn2)CC1 | 16% | -4% | 49%[activator] | 16% | -2 | -3% | 12% | 3% | 6% | 1%
CN1C(=O)CCC1(O)c1ccccc1 (stereo not drawn) | -6% | 4% | 4% | -14% | 1 | -8% | -6% | 2% | 13% | -2%
CC(C)C(c1nnnn1Cc1cccs1)N1CCN(c2ccccc2)CC1 (stereo not drawn) | 3% | 1% | -5% | -7% | -49 | 9% | 27% | 0% | 0% | -6%
O=C(O)c1ccccc1OCc1ccccc1Cl | 6% | -4% | -11% | x | -24 | 2% | 2% | 0% | 19% | 1%
O=C(OCc1cccc([N+](=O)[O-])c1)c1cc(=O)[nH]c2ccccc12 | -2% | 5% | 3% | -2% | -4 | x | -5% | x | x | x
O=C(/C=C/c1cc([N+](=O)[O-])ccc1OC(F)F)Nc1cccc([N+](=O)[O-])c1 | 0% | 6% | 9% | x | 0 | -6% | 8% | 4% | 7% | 0%
CC(NC(=O)CCc1nnc(Cc2cccc(C(F)(F)F)c2)o1)C1CC1 (stereo not drawn) | -3% | 9% | u | 1% | 1 | 5% | 0% | -3% | 11% | -6%
CC(=O)c1nc(N2C(=O)CC(Cc3cc(C)cc(C)c3)C2=O)sc1C (stereo not drawn) | 17% | 0% | 2% | -2% | -12 | -20%[46.1 µM] | -11% | 7% | 15% | -6%
CCCCN1C(=O)N(c2ccc(Cl)cc2)C(C)(O)CC1(C)C (stereo not drawn) | 2% | 5% | 7% | 3% | -11 | 2% | 5% | -3% | 14% | -3%
CC(C)c1ccc(N(CC(=O)NC2CCCCC2)C(=O)CCC(=O)Nc2ccccn2)cc1 | 0% | -10% | -5% | -22% | -1 | -3% | 2% | 1% | -4% | 2%
CCC(=O)N1CCc2cc(S(=O)(=O)CCC(=O)Nc3ccc(C)c(F)c3)ccc21 | 0% | -4% | -10% | -6% | 19 | 0%[46.1 µM] | 1% | -2% | -37% | -6%
O=C(OCc1nc2ccccc2s1)c1ccco1 | 1% | 1% | 8% | 22% | 0 | -5% | 1% | 0% | -7% | 2%
CC(C)c1ccc(/C=N/NC(=O)CCNC(=O)c2ccccc2)cc1 | -5% | 1% | -2% | -8% | -2 | -4% | -4% | 0% | -9% | -1%
O=C(Oc1ccc(=O)n(-c2ccccc2)n1)c1ccccc1 | 4% | -3% | 168%[activator] | 26% | -10 | -26% | 0% | -1% | 44% | -5%
CCC(=O)Nc1ccccc1-c1nnn(CC(=O)N2c3ccccc3CC2C)n1 (stereo not drawn) | x | 4% | -4% | 6% | 3 | -14% | 0% | -1% | 13% | -5%
Cc1cc(C)cc(N2CC(C)Cn3c2nc2c3c(=O)[nH]c(=O)n2C)c1 (stereo not drawn) | -17% | -6% | u | 1% | -14 | -4% | 5% | 0% | -15% | -10%

Retrieved one by one from the entries so far:
SMILES | A-T KAP1 phos | MBNL1 CUG block | MLL CXXC-DNA inh | Menin-MLL TR inh | TSHR antagonist | TCR act | Mito fusion yeast | S-ASM inh | a7 integrin act | PTAP TSG101 blk
CC(C)c1ccc(/C=N/NC(=O)CCNC(=O)c2ccccc2)cc1 | -5% | 1% | -2% | -8% | -2 | -4% | -4% | 0% | -9% | -1%
CN1C(=O)CCC1(O)c1ccccc1 (stereo not drawn) | -6% | 4% | 4% | -14% | 1 | -8% | -6% | 2% | 13% | -2%
